XIAP displacement = XIAP antagonists, biochemical, IAP family, fluorescence polarization (AID 1018); displacement, % at 20 µM; hits with a dose series show IC50 in µM; XIAP BIR domain, fluorescence polarization peptide displacement; higher % means a stronger effect; 0.007% of 200,000 active; in the data active means displacement above about 50%; further: a part of the inactive calls stands beside numbers as strong as those of hits
P. falciparum M17LAP = P. falciparum M17LAP inhibitors, primary screen, biochemical, fluorogenic H-Leu-NHMec substrate, 1536-well (AID 1619); one-dose inhibition, % at 30 µM; IC50 in µM for titrated hits; 0.38% of 220,000 active; recombinant M17LAP, H-Leu-NHMec fluorogenic kinetic assay; higher % means a stronger effect;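 active means compound inhibiting the enzyme by more than half at any dose during confirmatory dose-response retesting; inconclusive means strong single-dose inhibitors picked by rank but not retested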;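 further: plate controls were full reaction with DMSO carrier for no effect and no enzyme background for full effect; strong numbers were not always called active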
P. falciparum M1AAP = malaria alanyl aminopeptidase activity blockers – biochemical, fluorogenic H-Leu-NHMec substrate, 1536-well (AID 1445); recombinant M1AAP, H-Leu-NHMec fluorogenic kinetic assay; higher % means a stronger effect; inhibition, % at 30 µM; hits with a dose series show IC50 in µM; 0.42% of 220,000 active;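 active means primary inhibition above the hit cutoff, then over 50% inhibition at one or more dose response concentrations, cut at about 23% in these data, passing the limit was not always enough; inconclusive means conflicting primary data, or primary hits not chosen for dose response; inactive means low primary inhibition, or under 50% at every dose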;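 further: plate controls were DMSO full reaction for no effect and no enzyme background for full effect; strong numbers were not always called active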
human PMI inhibitors = MPI inhibition at elevated mannose 6-phosphate – biochemical, fluorescence intensity, high mannose 6-phosphate, primary screen (AID 1220); recombinant PMI enzyme, coupled fluorescence intensity; higher % means a stronger effect; 0.66% of 190,000 active; one-dose inhibition, % at 20 µM; IC50 in µM for titrated hits; in the data active means inhibition above about 50%
Yfh1-off respiration = enhancers of respiration in Yfh1-depleted yeast, dose response, Friedreich's ataxia, plus single-dose screen (AID 1465) | S. cerevisiae Yfh1-off respiration, WST-1 reduction, 72 h; higher fold induction means a stronger effect | fold induction at 50 µM, or EC50 in µM where a hit was titrated | 0.074% of 220,000 active;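 active means fold induction of absorbance versus untreated yeast above a set limit, then at least 30% activation at any dose in follow-up; inconclusive means repeats straddling the limit, or above it without dose testing; inactive means fold induction below the set limit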;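 further: activators that raise dye reduction in frataxin-depleted yeast; strong numbers were not always called active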
SIAH1 antagonists = Siah-1 peptide-binding antagonists, primary screen, biochemical, fluorescence polarization, rhodamine-plectin, uHTS (AID 1817). 0.02% of 290,000 active. one-dose displacement, % at 20 µM; IC50 in µM for titrated hits. Siah-1 / rhodamine-plectin peptide fluorescence polarization; higher % means a stronger effect;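 active means displacement of at least 50% at 20 µM, with a fluorescence ratio check between 0.3 and a set limit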;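 further: plate controls were Siah plus tracer with DMSO for no effect and tracer alone without Siah for full effect; strong numbers were not always called active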
ER stress rescue = rescue of cells from ER stress-induced death, primary screen, 384-well, CSM14.1, thapsigargin, ATP luminescence (AID 1222). CSM14.1 thapsigargin-induced death rescue, ATP luminescence; higher % means a stronger effect. cellular ATP content (survival), % at 20 µM, or EC50 in µM where a hit was titrated. 190,000 tested, under 10 active;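 active means EC50 below 50 µM in the dose-response confirmation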;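 further: death triggered by thapsigargin at about 15 µM added after 2 h compound pretreatment; cell ATP read after overnight thapsigargin exposure of roughly 18 to 22 hours; normalized against plate controls of thapsigargin alone and 5% DMSO vehicle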
West Nile antiviral = inhibition of WNV-induced cytopathic effect – cell-based, CPE readout (AID 1621); West Nile virus-infected cells, CPE inhibition; higher % means a stronger effect; one-dose CPE inhibition, % at 10 µM; IC50 in µM for titrated hits; 0.02% of 290,000 active; in the data active means a potency from the dose series; inconclusive means CPE inhibition mostly from about 3.7% at the one dose, without a potency; inactive means the rest, 99 in 100 with CPE inhibition below about 2.2%; further: strong numbers were not always called active
Salmonella PhoP GFP = PhoP-dependent GFP reporter repression – Salmonella Typhimurium, primary screen (AID 1863). 0.16% of 300,000 active. S. Typhimurium PhoP-regulated promoter GFP reporter, 4 h; higher % means a stronger effect. one-dose inhibition, % at 50 µM; IC50 in µM for titrated hits;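 active means inhibition over 29.93%, a cutoff 3 SD above the screen mean, later confirmed by dose response; inconclusive means inhibition over 29.93% but no dose response follow-up; inactive means inhibition at most 29.93% or unconfirmed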;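 further: 0% = low Mg2+ inducing control and 100% = high Mg2+ repressing control; strong numbers were not always called active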
* = called active by the depositor; i = inactive; ? = inconclusive; / = no result given.

SMILES	XIAP displacement	P. falciparum M17LAP	P. falciparum M1AAP	human PMI inhibitors	Yfh1-off respiration	SIAH1 antagonists	ER stress rescue	West Nile antiviral	Salmonella PhoP GFP
CCOc1ccc(NC(=O)c2ccccc2CO)cc1	-6.1%	-3.7%	3.2%	0.8%	i	0.3%	-2.0%	0.4%	1.6%
C/C(=N\NC(=O)c1ccc(Cl)c(S(=O)(=O)Nc2ccccc2Cl)c1)c1ccncc1	-1.8%	-45.2%	13.6%	-0.5%	i	9.5%	-0.2%	-0.1%	13.2%
Cc1ccc(NC(=O)CCn2c(=S)oc3ccccc32)cc1	-5.1%	6.4%	0.8%	1.3%	i	22.5%	-0.7%	-0.3%	5.4%
O=C(NCc1ccco1)C(c1cccs1)N(C(=O)Cc1cccs1)c1ccccc1 (stereo unspecified)	-1.3%	7.3%	7.8%	7.6%	i	-0.4%	-1.5%	1.6%	-4.1%
CN(C)C(=S)Nc1cccc(F)c1	/	8.2%	0.0%	/	i	10.4%	/	0.4%	-3.6%
CCCC1=C(C(=O)OCC)C(c2ccccc2OCC)NC(=O)N1C (stereo unspecified)	-3.8%	-14.5%	-9.9%	7.0%	i	-1.5%	4.3%	0.3%	17.0%
CC1=C/C(=N\NC(=O)c2ccc(O)cc2)CC1	-4.2%	12.2%	19.5%	3.3%	i	3.0%	0.1%	0.2%	17.5%
Cc1ccc(S(C)(=O)=NS(=O)(=O)c2cccc3nsnc23)cc1 (stereo unspecified)	/	-0.5%	4.7%	/	i	2.3%	/	0.0%	-5.0%
Cc1ccc(CN2CCN(Cc3ccc(Oc4ncccn4)cc3)CC2CCO)cc1 (stereo unspecified)	-0.9%	12.7%	1.0%	6.9%	i	8.0%	1.0%	0.2%	0.9%
COCc1cc(=O)[nH]c(-c2ccc(C(F)(F)F)cc2)n1	/	-5.1%	0.4%	/	i	2.4%	/	0.2%	2.3%
CCOC(=O)c1cc(=O)cc(C(=O)OCC)o1	-2.8%	-2.5%	10.6%	2.0%	i	0.8%	-0.4%	-0.1%	3.9%
CC(=O)NCCc1nc2ccccc2n1Cc1ccc(C)cc1	-1.0%	-2.1%	11.5%	12.1%	i	0.1%	-2.8%	-0.3%	-5.7%
CCOC(=O)c1cc(C#N)c(Oc2cccc(C(F)(F)F)c2)nc1-c1ccccc1	-2.1%	4.8%	9.4%	16.2%	i	0.3%	-0.5%	-0.4%	-5.8%
COc1cc(C(=O)NCC(=O)OCC(=O)Nc2ncc(Cl)cc2Cl)cc(OC)c1OC	-10.9%	3.3%	-0.9%	5.3%	i	-6.8%	-1.3%	1.2%	11.1%
Cc1ccccc1C(=O)Nc1nnc(CC(=O)N/N=C/c2ccncc2)s1	/	-3.8%	4.5%	/	i	0.9%	/	0.3%	-6.0%
COCCn1nnnc1CN(Cc1cccnc1)Cc1cc2cc(OC)ccc2[nH]c1=O	-2.1%	-40.4%	-1.6%	25.4%	i	-0.2%	0.0%	0.9%	22.3%
COc1ccc(CCN2C(=S)NC3CC2(C)Oc2ccc([N+](=O)[O-])cc23)cc1OC (stereo unspecified)	-3.4%	4.2%	13.9%	-10.7%	i	-1.1%	0.4%	-0.5%	-13.4%
COc1ccc2cc(C(=O)C3CCCN(Cc4cccc(C)n4)C3)ccc2c1 (stereo unspecified)	-3.4%	-12.5%	6.7%	1.4%	i	0.4%	1.8%	-1.2%	3.6%
Cc1nc2ccccc2c(=O)n1NC(=O)CCC(=O)O	-1.6%	-0.9%	3.4%	9.9%	i	5.3%	0.1%	1.0%	6.2%
COC(=O)c1c(NC(=O)c2ccccc2[N+](=O)[O-])sc2c1CC(C)(C)NC2(C)C	-9.0%	6.8%	1.3%	1.0%	i	2.5%	-2.3%	-0.4%	4.3%
CC(C)OC(=O)CSc1nnc(-c2cnccn2)n1Cc1ccco1	-5.1%	-5.3%	7.1%	1.5%	i	0.0%	2.8%	0.1%	-11.3%
Cc1cc(C(=O)CN2C(=O)NC(C)(CC(C)C)C2=O)c(C)n1-c1ccc2c(c1)OCO2 (stereo unspecified)	-4.7%	9.3%	2.4%	12.4%	i	1.7%	-0.4%	-0.8%	3.6%
CCOC(=O)Cc1csc(NC(=O)c2sc3nc4ccc(CC)cc4cc3c2N)n1	-2.1%	5.4%	12.6%	-61.4%	i	-1.8%	-1.7%	0.1%	-3.5%
C/C(=N/NC(=O)c1ccc2nc[nH]c2c1)c1cccs1	-19.8%	10.6%	4.5%	7.2%	i	-6.4%	-3.8%	0.0%	-1.2%
COC(=O)c1ccc(CSc2nnc(CNC(=O)c3ccccc3F)o2)o1	-5.7%	4.2%	-4.7%	14.0%	i	3.1%	1.1%	0.3%	3.0%
CCN(CC)S(=O)(=O)c1ccc(OC)c(NS(=O)(=O)c2ccc(F)cc2)c1	-4.9%	22.2%	1.3%	2.6%	i	-4.1%	1.5%	0.1%	21.0%
C/C(=N\NC(=O)c1cc(Cl)ccc1O)c1ccc(Br)s1	-0.7%	-1.8%	6.4%	-2.6%	i	11.3%	-0.8%	0.4%	-11.3%
Cc1ccc(-c2nc(CS(=O)CC(=O)NCCN3CCOCC3)c(C)o2)cc1 (stereo unspecified)	-5.7%	11.3%	2.1%	-5.8%	i	-2.8%	2.0%	0.2%	5.5%
Cn1cc(Cl)nc1C(O)c1ccccc1 (stereo unspecified)	-5.0%	8.5%	6.2%	1.9%	i	2.1%	-0.9%	-0.5%	-5.3%
O=C(NCc1ccccc1)C(c1cccs1)N(C(=O)c1csnn1)C1CC1 (stereo unspecified)	-11.2%	-5.2%	-0.1%	9.0%	i	-5.1%	-2.9%	-0.5%	3.5%
COCCN(C(=O)CC(C)(C)C)c1nnc(-c2cccnc2)s1	0.2%	4.3%	1.3%	8.5%	i	3.0%	1.3%	-0.2%	7.3%
Cc1ccccc1CSCC(=O)NC(=O)NC(C)(C)C	-3.6%	0.2%	5.3%	10.9%	i	-7.6%	/	-1.0%	4.3%
CC(C)CSc1nc(N2CCOCC2)c2c(c1C#N)CC(C)(C)SC2	2.6%	0.5%	1.6%	12.8%	i	-0.2%	-0.5%	-0.1%	-2.2%
COc1ccc2nc(SCc3cccc(C)c3)nc(C)c2c1	-1.8%	-13.3%	4.5%	-0.6%	i	6.8%	1.7%	0.0%	-11.9%
CC1=NNC(=O)C1CC(=O)N/N=C/C(C)=C/c1ccccc1 (stereo unspecified)	-7.7%	52.8µM*	5.7%	-1.0%	i	14.6%	-2.4%	1.2%	-0.4%
CCc1ccc2c(c1)C(c1ccncc1)=NNC(c1ccccc1)=N2	-5.6%	17.9%	1.9%	2.2%	i	8.2%	1.0%	-0.6%	-3.7%
Fc1cccc(CCN2C(=S)NC[C@@H]2Cc2ccccc2)c1	-2.1%	-3.8%	1.8%	-2.4%	i	4.4%	-0.7%	-0.9%	-8.3%
CSc1nc2ccccc2cc1/C=C(\C#N)c1ccc(Cl)c(Cl)c1	-1.4%	-2.2%	0.8%	0.8%	i	3.3%	-1.5%	0.6%	2.9%
CN(/C=C/C(=O)C(F)(F)C(F)(F)F)Cc1ccccc1	-0.3%	19.6%	3.8%	7.3%	i	11.6%	-2.1%	0.5%	-3.7%
CC(=O)N1CCN(S(=O)(=O)c2cccc(C(=O)Nc3ccc4c(c3)CCC4)c2)CC1	-15.2%	7.5%	-0.6%	-6.8%	i	-2.8%	-0.8%	0.2%	6.9%
COc1cc(NC(=O)COC(=O)CNC(=O)c2ccc(Cl)cc2)c(C)cc1[N+](=O)[O-]	-5.8%	0.1%	10.8%	-5.0%	i	-7.0%	-0.7%	-0.3%	-2.7%
Cc1cc(Cl)c(S(N)(=O)=O)cc1OCC(N)=O	-9.2%	1.6%	9.4%	7.1%	i	2.5%	-1.5%	0.6%	-2.7%
CCOCCCNCc1cc(Cl)ccc1OCC	-5.1%	6.8%	2.5%	1.9%	i	-1.7%	-0.7%	-0.8%	3.4%
COc1ccc(NC(=O)Cn2cc(C(=O)c3ccco3)c3ccccc32)cc1	-8.5%	36.5%	5.3%	6.6%	i	1.4%	-0.3%	1.9%	-3.4%
O=C(Nc1ccccc1)ON=C1c2ccccc2-c2ccccc21	-5.3%	3.2%	6.0%	11.6%	i	-3.7%	-1.8%	0.0%	3.7%
Cc1[nH]c2ccccc2c1C(=O)CN1CC(C)OC(C)C1 (stereo unspecified)	/	7.8%	1.6%	/	i	13.6%	/	0.1%	-10.5%
CCOC(=O)C1=C(C)NC(=O)/C1=C\N(C)C	-4.8%	-2.7%	11.5%	-1.7%	i	7.6%	-1.3%	0.1%	-7.3%
O=C(Nc1nc(-c2cccs2)c(-c2ccccc2)s1)c1ccco1	-4.2%	-0.5%	16.3%	5.8%	i	-4.8%	0.2%	0.2%	-4.4%
CC(=O)c1cc2c(cc1N/C(=N/S(=O)(=O)c1ccc(C)cc1)c1ccc(Cl)cc1)OCO2	0.1%	9.3%	6.7%	7.7%	i	-3.5%	0.3%	-0.2%	-1.6%
C/C(=N\O)c1ccc(Cl)cc1Cl	/	0.1%	-6.6%	/	i	0.5%	/	0.1%	-12.3%
Cc1c(N)cccc1-c1nc2ccccc2[nH]1	-1.8%	10.1%	13.0%	-0.5%	i	-2.7%	-2.7%	0.1%	-1.1%
CS(=O)(=O)c1ccc2nc(NC(=O)Nc3cccc(Cl)c3)sc2c1	-7.7%	0.7%	3.0%	-10.0%	i	1.4%	-1.4%	?	-7.6%
Nc1ccc2oc(-c3ccccn3)nc2c1	-12.7%	21.0%	9.5%	36.8%	i	13.7%	-2.3%	0.3%	1.2%
Cc1cc(-c2ccc(/C=N/n3cnnc3)o2)ccc1Cl	-8.6%	-9.7%	18.1%	-0.1%	i	-6.7%	-1.6%	-0.3%	-15.4%
Cc1ccccc1-n1c(SCC(=O)N/N=C/c2c(C)nn(-c3ccccc3)c2C)nc2ccccc2c1=O	-2.0%	0.0%	-1.9%	2.7%	i	11.0%	-1.2%	1.3%	28.5%
COc1ccc(NC(=O)Cc2c[nH]c3ccccc23)cc1S(=O)(=O)N1CCOCC1	-7.6%	1.3%	9.9%	-3.4%	i	-0.6%	1.0%	0.9%	-6.2%
